CHO-K1 Ca PAM = nonselective calcium activators in parental CHO-K1 cells, primary screen, counter-screen for M1 PAM project, cell-based, Fluo-8 calcium fluorescence, full deck, 1536-well | ATP EC20; 0% at ATP EC20, 100% at ATP max | activation, % at 3 µM | 0.02% of 360,000 active;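 active means activation above the run cutoff, the mean activation of all test compounds plus 3 SD, cut at about 40% in these data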;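 further: peak over basal fluorescence ratio in a 140 s read after ATP addition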
M5 PAM = human M5 muscarinic receptor positive allosteric modulators, primary screen, CHO-K1 cells, Fluo-8 calcium fluorescence; CHO-K1 hM5, ACh EC20 PAM; 0% = ACh EC20, 100% = ACh EC100; activation, % at 3 µM; 0.3% of 360,000 active; AID 624038, 2012;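 active means activation above the run cutoff, the mean activation of all test compounds plus 3 SD, cut at about 18% in these data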
Target sequence (P08912 whole entry, looked up): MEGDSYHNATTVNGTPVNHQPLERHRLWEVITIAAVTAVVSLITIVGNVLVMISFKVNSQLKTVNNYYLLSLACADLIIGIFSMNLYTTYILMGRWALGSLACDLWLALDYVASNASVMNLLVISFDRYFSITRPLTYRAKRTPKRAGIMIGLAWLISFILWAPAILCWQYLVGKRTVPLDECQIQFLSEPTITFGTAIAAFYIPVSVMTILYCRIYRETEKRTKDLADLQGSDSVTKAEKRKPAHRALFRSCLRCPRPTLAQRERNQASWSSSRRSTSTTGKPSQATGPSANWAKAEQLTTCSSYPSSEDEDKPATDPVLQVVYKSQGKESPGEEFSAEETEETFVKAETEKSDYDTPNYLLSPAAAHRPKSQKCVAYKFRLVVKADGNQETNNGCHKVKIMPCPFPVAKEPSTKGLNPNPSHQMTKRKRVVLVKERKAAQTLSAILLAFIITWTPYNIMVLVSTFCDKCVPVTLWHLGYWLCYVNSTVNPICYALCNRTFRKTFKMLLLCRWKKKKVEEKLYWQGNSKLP
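Assay system: CHO-K1 hM5 cells. Also added: acetylcholine at EC20 concentration, added after compound. Dosing: 3 µM, single dose. Times: compound preincubation 140 s before EC20 acetylcholine addition. Signal: Fluo-8 calcium fluorescence. Measure: % activation relative to EC20 and EC100 ACh responses. Repeats: singlicate, one well per test compound.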
TAAR1 antagonist = human TAAR1 antagonists, primary screen, Fluo-8 calcium fluorescence, CHO RD-HGA16 cells; AID 624466, 2012; antagonist; inhibition, % at 3 µM; 1.5% of 360,000 active; Trace amine-associated receptor 1 (Homo sapiens), Q96RJ0;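 active means inhibition above a per-plate cutoff, the mean inhibition of test compounds on that plate plus 3 SD, cut at about 49% in these data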;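 further: 0% = DMSO plus EC80 beta-PEA response and 100% = DMSO alone without agonist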
Target sequence (Q96RJ0 whole entry, looked up): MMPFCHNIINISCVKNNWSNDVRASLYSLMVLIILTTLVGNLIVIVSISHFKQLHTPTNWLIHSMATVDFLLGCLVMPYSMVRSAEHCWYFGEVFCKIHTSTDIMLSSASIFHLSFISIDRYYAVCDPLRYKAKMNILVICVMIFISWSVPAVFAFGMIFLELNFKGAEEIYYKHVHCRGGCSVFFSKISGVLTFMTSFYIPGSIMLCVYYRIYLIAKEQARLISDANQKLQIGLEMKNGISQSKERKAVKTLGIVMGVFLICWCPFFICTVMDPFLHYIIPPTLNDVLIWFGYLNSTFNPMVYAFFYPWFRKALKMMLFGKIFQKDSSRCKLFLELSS
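Material: RD-HGA16 CHO cells with stable hTAAR1 and Gα16; Dosing: single nominal final test compound concentration of 3 µM; Schedule: seeding 17-24 h prior, 75-min 37 °C, 30-min RT dye loading; Detection: kinetic Fluo-8 calcium fluorescence measurement; Measure: % inhibition from peak post-agonist over basal fluorescence ratio; Benchmarks: vehicle and agonist controls.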
CHRM5 agonist = human M5 muscarinic receptor agonists, primary screen, CHO-K1 cells, Fluo-8 calcium fluorescence. Muscarinic acetylcholine receptor M5 (Homo sapiens), P08912. CHO-K1 hM5 cells; 0% DMSO wells, 100% maximal acetylcholine response. activation, % at 3 µM. 0.19% of 360,000 active. AID 624037, 2012;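 active means activation above the run's mean over test compounds plus 3 SD, cut at about 23% in these data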;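 further: signal is peak over basal fluorescence ratio across the kinetic read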
M5 antag = human M5 muscarinic receptor antagonists, primary screen, CHO cells, Fluo-8 calcium fluorescence; Muscarinic acetylcholine receptor M5 (Homo sapiens), P08912; CHO-hM5 cells, ACh EC80; inhibition, % at 3 µM; 0.59% of 360,000 active; AID 624040, 2012;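 active means inhibition above a per-plate cutoff, the mean of that plate's test compounds plus 3 SD, cut at about 27% in these data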;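 further: 0% = acetylcholine EC80 with DMSO and 100% = DMSO without agonist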
CRFR2-BP antag = antagonists of CRF-BP/CRF-R2 complex, primary screen, cell-based, HEK293, calcium dye fluorescence, uHTS; CRF-induced calcium fluorescence; inhibition, % at 11.8 µM; 0.59% of 350,000 active; AID 588475, 2011;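 active means inhibition of the ligand-induced calcium signal above about 50% at the single tested concentration, limit read from the data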
TAAR1 agonist = human TAAR1 agonists, primary screen, Fluo-8 calcium fluorescence, CHO RD-HGA16 cells. activation, % at 3 µM. vehicle wells 0%, saturating PEA agonist 100%. 0.99% of 360,000 active. Trace amine-associated receptor 1 (Homo sapiens), Q96RJ0;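 active means activation above the mean activation of all test compounds in the run plus 3 SD, cut at about 38% in these data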
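test system = CHO RD-HGA16 cells carrying human TAAR1 plus Gα16 | schedule = 17-24 h seeding, 75 min 37 °C dye, 30 min RT | compound dosing = 3 µM single concentration | control set = DMSO and PEA EC100 | replicates = n 1 | signal = Fluo-8 fluorescence, 5 s baseline then 140 s kinetic read | measure = percent activation vs PEA EC100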
CHRM4 PAM = human M4 muscarinic receptor positive allosteric modulators, primary screen, CHO-K1 cells, Fluo-8 calcium fluorescence; AID 624126, 2012; 0.4% of 360,000 active; Muscarinic acetylcholine receptor M4 (Homo sapiens), P08173; activation, % at 3 µM; CHO-K1 hM4/Gqi5, ACh EC20; 0% = ACh EC20, 100% = maximal ACh;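 active means activation above its plate's cutoff, the mean activation of sample wells plus 3 SD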; further: some results filed as inactive read as strong as hits
CRFBP-R2 agonist = agonists of CRF-BP/CRF-R2 complex, primary screen, cell-based, HEK293, calcium dye fluorescence, uHTS. activation, % at 13.2 µM. 0.46% of 350,000 active. calcium dye fluorescence (FLIPR); percent of saturating CRF peptide response. AID 588473, 2011;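 active means activation of at least 50%, plus an integration ratio under a set limit after plate pattern correction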;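 further: plate controls were neutral control wells without compound for no effect and CRF at EC100 for full effect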
An asterisk follows results filed as active; . = no result given.

SMILES	CHO-K1 Ca PAM	M5 PAM	TAAR1 antagonist	CHRM5 agonist	M5 antag	CRFR2-BP antag	TAAR1 agonist	CHRM4 PAM	CRFBP-R2 agonist
CC(=O)N1CCc2c(sc3c2c(=O)n(Cc2ccccc2)c(=O)n3CC(=O)NCC2CCCO2)C1 (centres undefined)	10	0	-23	1	-1	2	1	6	-0.4
Cc1ccc(O)c(C(=O)c2cnn(C(=O)c3cccc(S(=O)(=O)N(C)C)c3)c2)c1	-14	4	1	0	-3	-11	1	4	-1.2
COc1ccc(NC(=O)CC2SC(N)=NC2=O)c([N+](=O)[O-])c1 (centres undefined)	-13	-6	-2	1	4	14	8	-5	-2.4
COc1ccc(-n2c(Cc3cccn3C)nnc2SCC(=O)NCc2ccccc2Cl)cc1	15	-3	22	1	-2	4	0	3	-1.5
CCOCCCN1C(=O)C(O)=C(C(C)=O)C1c1cccs1 (centres undefined)	-5	5	-8	-1	0	-6	9	14	0.5
O=C(c1cnn(-c2ccccc2)c1-n1cccc1)N1CCN(C2CCCCC2)CC1	8	2	-12	-1	-1	-5	1	3	-1.9
COc1ccc(Cc2nc3ccc(C(=O)NC(C)C)cc3o2)cc1	-1	-3	-30	7	-1	-2	5	1	0.8
O=C(Nc1ccccc1)c1ccc(CN2CCc3ccccc3C2)cc1	-13	-1	16	-6	15	2	0	-5	1.4
Cc1cc(OCC(=O)Nc2ccc(S(=O)(=O)N3CCN(C)CC3)cc2)ccc1Cl	18	-8	1	-5	9	-10	8	-5	-0.1
COc1cccc(C(=O)N2CCN(S(C)(=O)=O)CC2)c1	19	2	14	-2	0	10	3	0	-0.2

Compound profiles (already shown). Values in the order: CHO-K1 Ca PAM | M5 PAM | TAAR1 antagonist | CHRM5 agonist | M5 antag | CRFR2-BP antag | TAAR1 agonist | CHRM4 PAM | CRFBP-R2 agonist
`Cc1cc(OCC(=O)Nc2ccc(S(=O)(=O)N3CCN(C)CC3)cc2)ccc1Cl` reads 18 | -8 | 1 | -5 | 9 | -10 | 8 | -5 | -0.1
`O=C(Nc1ccccc1)c1ccc(CN2CCc3ccccc3C2)cc1` reads -13 | -1 | 16 | -6 | 15 | 2 | 0 | -5 | 1.4
`COc1ccc(Cc2nc3ccc(C(=O)NC(C)C)cc3o2)cc1` reads -1 | -3 | -30 | 7 | -1 | -2 | 5 | 1 | 0.8
`COc1ccc(-n2c(Cc3cccn3C)nnc2SCC(=O)NCc2ccccc2Cl)cc1` reads 15 | -3 | 22 | 1 | -2 | 4 | 0 | 3 | -1.5
`COc1ccc(NC(=O)CC2SC(N)=NC2=O)c([N+](=O)[O-])c1` (centres undefined) reads -13 | -6 | -2 | 1 | 4 | 14 | 8 | -5 | -2.4

More entries:
SMILES	CHO-K1 Ca PAM	M5 PAM	TAAR1 antagonist	CHRM5 agonist	M5 antag	CRFR2-BP antag	TAAR1 agonist	CHRM4 PAM	CRFBP-R2 agonist
O=S(=O)(Nc1ccc(F)cc1)c1cccc2nsnc12	4	1	8	-7	6	5	6	-6	-1.1
Oc1ccc2ccc3cccc[n+]3c2c1	8	-7	29	10	5	-272	152*	-7	611
O=C(CCCn1c(SCC(=O)NC2CCCCC2)nc2ccccc2c1=O)NCC1CCCO1 (centres undefined)	5	-2	11	3	2	2	10	9	1.7
O=C(O)c1ccc(Nc2ccc(F)c(F)c2)c([N+](=O)[O-])c1	-7	-1	-2	-1	-4	-3	2	4	0.4
CN1CCN(Cc2c(C(=O)N3CCc4ccccc4C3)nc3ccc(Cl)cn23)CC1	-7	-4	4	-7	20	4	-1	-11	-1.2
C[C@@H]1CN([C@@H](C)CO)C(=O)CCCn2nncc2CO[C@H]1CN(C)Cc1cccnc1	2	6	9	0	-3	13	0	3	0.7
CC1=C(C(=O)Nc2ccccc2)C2(CCCCC2)C(C#N)=C(SCC(N)=O)N1	19	-2	4	-1	-6	-9	8	5	3.5
NNC(=O)C(Cc1ccc(O)cc1)N1Cc2ccccc2C1=O (centres undefined)	-6	-3	1	-3	3	-1	10	-8	1.2
C/C(=N\NC(=O)c1ccn(C)n1)c1ccc(NC(=O)C2CCC2)cc1	17	-2	-19	-3	0	-6	3	-2	2.0
CC(=O)c1ccc(NC(=O)N2CCN(c3ccc(C)cc3)C(C)C2)cc1 (centres undefined)	11	-9	8	4	8	7	2	-4	0.4
COCCNc1nc(-c2ccccc2)nc2ccccc12	-5	-7	10	-3	-2	-10	2	-4	0.1
COC(=O)CNc1ccc2c(c1)OCO2	15	5	-3	1	-4	20	16	10	-0.2
CSc1nc(SCCO)c2sc3nc(-c4ccco4)c4c(c3c2n1)CC(C)(C)OC4	5	8	12	2	-3	4	0	7	0.7
Cc1nc(N2CCN(c3ccccc3)CC2)[nH]c(=O)c1Cc1ccccc1	13	-5	6	-1	7	-8	12	14	0.6
CCCc1c(C(=O)O)cnn1-c1ccc(Cl)cc1	4	-9	-18	1	11	5	1	-15	-1.1
CCSc1nnc(COc2ccccc2)n1CC	-16	9	-17	-1	-1	0	0	9	-1.9
CCOc1ccc(CCNC(=O)c2ccc3nc(CC)c(CC)nc3c2)cc1	-4	-5	-29	-8	20	8	4	5	-0.9
CC(=O)NCCNC(=O)c1oc2ccccc2c1CSc1ncn[nH]1	2	17	-1	3	0	-5	0	-1	-1.4
Cc1nc(Cc2nnc(SCC(=O)N3CCN(c4ccc(O)cc4)CC3)o2)cs1	9	0	-7	5	-2	1	6	15	-0.5
O=C(CCNC(=O)c1ccccc1Cl)Nc1nccs1	-2	-10	.	-4	-2	9	.	-7	2.5
COCCN(C(=O)CSc1nnc(Nc2ccccc2F)s1)c1c(N)n(Cc2ccccc2)c(=O)[nH]c1=O	15	-3	-11	1	-3	-7	8	2	-0.7
Cc1cccc(/C=C/c2onc(C)c2S(=O)(=O)N2CCC(C(=O)NC(C)C)CC2)c1	10	2	-4	1	-3	27	1	0	-0.9
O=S(=O)([O-])C(c1ccccc1)[n+]1ccccc1 (centres undefined)	10	-1	10	5	4	-10	4	6	-0.4
CCCCS(=O)(=O)N1CCN(S(=O)(=O)c2ccc(Cl)s2)CC1	-13	-4	-1	-2	11	-8	0	-4	1.8
CCOC(=O)C1(CCOc2ccccc2)CCN(Cc2ccc(OC)c(O)c2)CC1	3	-30	-19	-24	9	-13	9	-10	1.2
O=c1c(Cl)c(NCCO)ncn1-c1ccccc1	-4	1	-9	2	-5	20	13	5	1.8
O=C(CSc1nnc(Cc2ccccc2)n1-c1ccccc1)N1CCOCC1	4	-1	-15	0	4	3	9	14	-1.5
CCOc1ccc(C(=O)NCc2cccnc2)cc1[N+](=O)[O-]	26	3	15	-1	-7	-6	7	-1	-0.9
CCOC(=O)c1sc(NC(=O)C2C3C=CC(C3)C2C(=O)O)nc1C (centres undefined)	16	3	-8	2	1	4	4	-2	-2.0
Cc1ccc2cc(/C=N/NC(=O)c3ccccc3[N+](=O)[O-])c(Cl)nc2c1	5	1	-8	2	10	-6	5	-3	1.3
O=[N+]([O-])c1ccc(N2N=C(c3ccccc3)CC2c2ccccc2O)cc1 (centres undefined)	-14	-6	28	7	14	.	10	-23	.
COc1ccc(-c2nn(CC(=O)NCCc3ccccc3)c(=S)n2C)cc1	18	-3	-10	1	3	-12	-1	-1	0.3
O=c1nccc(Nc2ccccc2)[nH]1	1	2	12	-1	-4	10	1	4	-0.2
CC(C)n1cc(NC(=O)C2CC(c3cccc(Br)c3)=NO2)cn1 (centres undefined)	10	-3	-2	9	-1	-18	14	-5	5.2
Cc1nc2ccccn2c1C(=O)N=Nc1c(O)[nH]c2ccccc12	8	-10	15	2	13	9	5	0	-0.8
COc1ccc(-c2nc3n(c(=O)c2C#N)CCS3)c(OC)c1	-6	-6	-15	1	11	4	2	-10	2.4
COc1ccccc1CN(CC(=O)NCc1ccco1)C(=O)CNS(=O)(=O)c1ccc(C)cc1	17	-3	3	-1	2	-10	8	9	1.8
OC(c1cc(-c2ccc(C(F)(F)F)cc2)nc(C(F)(F)F)c1)C1CCCCN1 (centres undefined)	15	9	48	23	17	-77	82*	8	43
O=[N+]([O-])c1ccccc1/C=N/NC1=NCCCCC1	17	-4	-11	-8	1	18	2	-12	-0.1
CC1(c2nnnn2Cc2ccccc2)CCC(=O)N1CCc1ccccc1F (centres undefined)	6	-3	-2	6	1	.	6	6	.
COc1cc(/C=C/C(=O)OCC(=O)c2ccc3c(c2)NC(=O)CO3)ccc1OC(F)F	-5	-5	-10	5	8	3	0	-1	-1.3
CC1CN(c2ccc(Cl)nn2)CC(C)O1 (centres undefined)	17	-4	-9	3	13	23	5	2	0.4
COc1cc(CNCCO)ccc1OC1CCCC1	21	-4	13	0	-3	-13	7	6	2.2
CCc1ccc(NC(=O)c2cnc(N3CCN(c4ccccn4)CC3)c3ccccc23)cc1	8	-10	68*	1	24	-8	17	-14	2.9
O=C(C1=C(O)C(=O)N(Cc2ccco2)C1c1ccccc1)c1cccs1 (centres undefined)	2	-7	0	1	8	-7	4	8	0.1
COc1cc(NC(=O)c2cccc([N+](=O)[O-])c2C)ccc1NC(=O)c1ccco1	-8	-5	1	1	-2	2	2	-4	-0.1
COc1ccc(NCC(=O)Nc2cc(S(=O)(=O)N3CCOCC3)ccc2N2CCOCC2)c(OC)c1	12	-1	-11	6	0	12	-1	-3	-0.5
COc1ccc(-c2nnco2)cc1OC	-6	6	-15	-1	7	14	2	6	1.0
CCCCSc1nnc2nc(C)cc(C)n12	13	2	17	0	-4	6	8	-6	-2.0
O=c1[nH]c(=O)n(Cc2ccccc2)c2nc(-c3ccco3)cc(C(F)(F)F)c12	-2	9	-17	0	6	-36	-1	7	-2.9
Next section:
SMILES	CHO-K1 Ca PAM	M5 PAM	TAAR1 antagonist	CHRM5 agonist	M5 antag	CRFR2-BP antag	TAAR1 agonist	CHRM4 PAM	CRFBP-R2 agonist
CC(=O)Nc1ccc(S(=O)(=O)N2CCN(C34CC5CC(CC(C5)C3)C4)CC2)cc1	21	4	12	-9	-5	-32	1	-4	1.6
CC1CCCC(C)N1C(=O)COC(=O)Cn1cnc2c1c(=O)n(C)c(=O)n2C (centres undefined)	15	7	16	2	-6	-6	0	11	1.7
COCCN1Cc2cccc(C(=O)Nc3ccc(S(=O)(=O)N4CCCCCC4)cc3)c2C1=O	14	-3	-1	-3	1	-4	-1	0	2.0
C[C@@H]1CN[C@H](CCO)/C1=C\c1ccccc1	7	1	11	-1	0	6	20	-2	-2.6
Cc1nc(CSc2nnc3scc(-c4ccccc4)n23)cs1	-8	7	-2	-1	-8	4	2	12	-1.9

Assay outcomes from PubChem.

This is a random part of the collection; any-hit rate near 4.2%.
